Screens from PubChem BioAssay.
FadD28 FP inh – inhibitors of FadD28 bisubstrate probe binding, primary screen, biochemical, fluorescence polarization, single point. Mycobacterium tuberculosis FadD28 fatty-acid-AMP ligase. inhibition, % at 12.5 µM. 360,000 tested, 0.22% active; in the data active = inhibition above about 8.5%, passing the limit was not always enough; inconclusive = no clear call, values can overlap the other calls
Anthrax LF prot – Bacillus anthracis LF protease inhibitors, primary screen, biochemical, multiplex microsphere, MLPCN library | inhibition, % at 10 µM | multiplex microsphere protease cleavage assay | Lethal factor (Bacillus anthracis), P15917 | 360,000 tested, 0.12% active | AID 588501, 2011; also: plate controls were buffer without enzyme for full effect and enzyme alone for no effect
Target sequence (P15917 whole entry, looked up): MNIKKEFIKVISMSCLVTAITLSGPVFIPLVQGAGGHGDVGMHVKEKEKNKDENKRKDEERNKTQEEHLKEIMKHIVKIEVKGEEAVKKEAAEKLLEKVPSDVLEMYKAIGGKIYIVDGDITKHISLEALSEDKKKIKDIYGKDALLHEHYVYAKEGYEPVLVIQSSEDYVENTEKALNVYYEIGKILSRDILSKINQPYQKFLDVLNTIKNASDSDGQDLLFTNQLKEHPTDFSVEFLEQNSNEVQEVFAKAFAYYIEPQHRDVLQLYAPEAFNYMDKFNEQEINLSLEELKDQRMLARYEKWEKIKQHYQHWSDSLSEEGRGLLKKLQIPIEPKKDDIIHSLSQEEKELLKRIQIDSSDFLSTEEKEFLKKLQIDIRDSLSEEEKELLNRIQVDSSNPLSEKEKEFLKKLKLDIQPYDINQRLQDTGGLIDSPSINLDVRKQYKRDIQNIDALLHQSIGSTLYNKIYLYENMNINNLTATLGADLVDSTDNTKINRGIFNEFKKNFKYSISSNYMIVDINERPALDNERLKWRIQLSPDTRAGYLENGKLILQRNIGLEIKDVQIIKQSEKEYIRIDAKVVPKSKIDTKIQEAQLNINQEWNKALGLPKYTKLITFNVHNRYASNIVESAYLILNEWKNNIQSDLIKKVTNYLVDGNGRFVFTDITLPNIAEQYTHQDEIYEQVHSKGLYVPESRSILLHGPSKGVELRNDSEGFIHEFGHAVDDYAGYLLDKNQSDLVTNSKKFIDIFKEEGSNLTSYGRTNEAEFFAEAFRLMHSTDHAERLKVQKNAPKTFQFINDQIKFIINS
PrPC TRFRET – inhibitors of human cell surface prion protein PrPC, primary screen, cell-based, TR-FRET; Major prion protein (Homo sapiens), P04156; TR-FRET read-out; inhibition, % at 13.8 µM; 370,000 tested, 0.43% active; AID 720596, 2013; in the data active = inhibition above about 24%; also: 0% = median of the test wells and 100% = reference compound wells
BoNT F protease – BoNT/F light chain protease inhibitors, primary screen, biochemical, flow cytometry, MLPCN library. 360,000 tested, 0.22% active. inhibition, % at 10 µM. Multiplex microsphere protease cleavage assay. Botulinum neurotoxin type F light chain protease (Clostridium botulinum); in the data active = inhibition above about 35%, passing the limit was not always enough; inconclusive = no clear call, values can overlap the other calls; also: plate controls were buffer without enzyme for full effect and enzyme alone for no effect
BoNT-A LC inh2 – BoNT/A light chain protease inhibitors, primary screen, biochemical, flow cytometry, MLPCN library; Botulinum neurotoxin type A light chain protease (Clostridium botulinum A str. ATCC 3502); multiplex microsphere protease substrate cleavage; inhibition, % at 10 µM; 360,000 tested, 0.17% active; also: plate controls were buffer without enzyme for full effect and enzyme alone for no effect
Y pestis TopoI – Yersinia pestis topoisomerase I inhibitors, primary screen, biochemical, cleavage product accumulation, plate reader, single point; Y. pestis Topo-I cleavage product accumulation; 360,000 tested, 0.064% active; AID 504884, 2011; activity, % at 10 µM; DNA topoisomerase I (Yersinia pestis CO92); in the data active = activity above about 50%, passing the limit was not always enough; inconclusive = no clear call, values can overlap the other calls; also: inactives centre near 2
PfHsp40 rescue – rescue of yeast from PfHsp40 toxicity, primary screen, S. cerevisiae, ATP luminescence | 340,000 tested, 0.68% active | growth rescue, % at 12.5 µM | S. cerevisiae expressing PfHsp40, growth rescue; in the data active = growth rescue above about 28%, passing the limit was not always enough; inconclusive = no clear call, values can overlap the other calls;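 also: yeast W303a lacking pdr1 and pdr3 grown in galactose medium; growth measured after three days at 30 °C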
TcdB inh – TcdB glycohydrolase inhibitors, primary screen, biochemical, single point, plate reader; Toxin B (Clostridioides difficile), P18177; TcdB glycohydrolase enzymatic assay; inhibition, % at 9.99 µM; 350,000 tested, 0.24% active; in the data active = inhibition above about 10%
CCHFV vOTU inh – CCHFV vOTU protease inhibitors, primary screen, biochemical, Pep-AMC substrate, fluorescence; 370,000 tested, 0.55% active; Crimean-Congo hemorrhagic fever virus L polyprotein viral ovarian tumor (vOTU) protease …; inhibition, % at 11.5 µM; in the data active = inhibition above about 30%; also: 0% = vehicle wells with enzyme and 100% = no enzyme wells
* hit, by the source's call; ? = inconclusive; . = no result given; & = joins results of further samples. Rule as the data show it, unless noted: active = inhibition above about 30%; inconclusive = no clear call, values can overlap the other calls; inactive = below that.

#	structure	FadD28 FP inh	Anthrax LF prot	PrPC TRFRET	BoNT F protease	BoNT-A LC inh2
1	CCn1ncc(/C=N/NS(=O)(=O)c2ccc(Cl)cc2)c1C	0.4	-4	-2	4	0.7
2	COC(=O)c1ccc(NC(=O)CSc2nc(N)c(NC(=O)c3ccc(Br)o3)c(=O)[nH]2)cc1	-1.6	-9	-6	-2	-1.6
3	CC1(C)CC(=O)C2=C(C1)c1c(ccc3ccccc13)NC2c1ccco1 (configuration not stated)	-1.1	-1	4	-9	-1.4
4	CC(SC1CCCC1)C(=O)Nc1ccnn1C(C)C (configuration not stated)	-3.3	-8	-2	-1	?
5	Cc1cccc(NC(=O)NNC(=O)c2ccc3ccccc3c2)c1	-2.7	-1	-5	4	0.8
6	O=C(COc1ncnc2scc(-c3ccc(Cl)cc3)c12)NCc1ccco1	-4.7	1	-2	-8	-0.4
7	CCCCCOc1ccc(NC(=O)CSc2cccc3cccnc23)cc1	-3.3	0	5	-4	-0.3
8	Cc1cc(NC(=O)CS(=O)(=O)c2c[nH]c3ccccc23)no1	-0.9	-1	0	-2	-0.8
9	Cc1ccc(NC2=C(Cl)C(=O)OC2OC(=O)c2ccc(C)cc2)cc1 (configuration not stated)	-12	-2	10	-2	-0.6
10	Cc1oc(-c2cccc(Cl)c2)nc1CN1CCC(C(=O)NCC2CCCO2)CC1 (configuration not stated)	-2.1	-1	-8	0	0.8

#	Y pestis TopoI	PfHsp40 rescue	TcdB inh	CCHFV vOTU inh
1	3	-1.0	.	4
2	10	1.3	-0.1	-4
3	2	1.8	3.1	-85
4	-7	1.1	.	2
5	-6	-0.6	-1.2	22
6	-5	0.0	.	7
7	-8	0.3	-0.7	5
8	-4	-0.5	-1.8	-5
9	-12	2.8	1.1	14
10	13	-0.6	.	-6

(more compounds)
#	structure	FadD28 FP inh	Anthrax LF prot	PrPC TRFRET	BoNT F protease	BoNT-A LC inh2
11	CSc1nnc(NC(=O)c2ccc(S(=O)(=O)N3CCOCC3)cc2)s1	-0.5	0	-1	6	0.0
12	O=c1[nH]c(S)nc2sc3c(c12)CCCC3	2.6	-4	.	-6	-1.0
13	CCOn1c(=O)c(-c2cccc([N+](=O)[O-])c2)[n+]([O-])c2ccccc21	-1.2	-1	5	-4	0.2
14	CC(C)(C)c1ccc(OCC(=O)NN2Cc3ccccc3C2=N)cc1	-0.3	-4	-2	-6	-1.3
15	Cc1ccc2c(C)c(C(=O)N3CCN(c4cnccn4)CC3)oc2c1C	-9.8	0	-3	1	-1.0
16	COc1ccc(CN2C(=O)C(CC(=O)NCCCN(C)C)CC(C(=O)N(C(C)C)C(C)C)=C2C)cc1 (configuration not stated)	-0.7	-2	-2	-2	0.0
17	O=C(OCC(=O)N1CCC(c2ccccc2)=N1)c1ccc([N+](=O)[O-])s1	-0.1	1	-11	6	2.9
18	COc1cccc(-c2nnc(SCC(=O)N3CC(C)CC(C)C3)o2)c1 (configuration not stated)	-3.3	-14	-2	-4	-0.6
19	Cc1nc(SC(C)C(=O)c2c(N)n(C)c(=O)n(C)c2=O)c2c(C)c(C)sc2n1 (configuration not stated)	-7.2	-3	11	6	-0.6
20	Cc1cc(=O)oc2c(C)c(OCC(=O)N(C)C)ccc12	-0.3	1	7	-7	-0.1

#	Y pestis TopoI	PfHsp40 rescue	TcdB inh	CCHFV vOTU inh
11	1	-0.4	1.3	10
12	2	0.1	.	.
13	1	0.5	1.6	-1
14	-1	0.6	-0.8	-4
15	40	2.6	1.2	5
16	-5	.	1.2	20
17	0	1.4	1.3	-10
18	18	1.6	-1.0	0
19	15	-0.9	3.6	20
20	-4	0.1	.	-2

Additional entries follow:
#	structure	FadD28 FP inh	Anthrax LF prot	PrPC TRFRET	BoNT F protease	BoNT-A LC inh2
21	CC(=O)Nc1ccc(S(=O)(=O)N2CCN(C(=O)c3ncoc3-c3ccccc3F)CC2)cc1	-2.1	4	3	-33	-2.2
22	COc1ccc(Nc2ccccc2C(=O)O)cc1	-1.0	-5	-3	-2	-1.1
23	O=C(CNC(=O)c1ccccc1)OCC(=O)N1c2ccccc2Sc2ccccc21	-5.5	0	6	-2	0.3
24	Cc1ccsc1C(=O)OCC(=O)NC1CCS(=O)(=O)C1 (configuration not stated)	0.7	-6	6	-4	-0.8
25	CCc1nnc(NC(=O)CCC(=O)NCCc2ccc(OC)c(OC)c2)s1	-1.1	-1	3	-3	0.2
26	O=C(Nc1cnn(Cc2ccc(F)cc2)c1)c1cc(-c2cccs2)on1	-2.4	-3	.	1	0.5
27	Cn1c(NCCc2ccncc2)nc2cc(-c3ccccc3)sc2c1=O	-4.5	2	1	1	-0.1
28	O=C1c2ccccc2C(=Nc2ccccc2)C1c1cccc(Br)c1 (configuration not stated)	0.4	-10	0	-2	0.8
29	CC(=O)c1ccccc1NC(=O)COc1ccc(N(C)S(=O)(=O)c2ccc(C)c(C)c2)cc1	-1.7	-1	2	0	2.4
30	Nc1cc(Cl)cc(C(=O)O)c1Cl	-1.8	1	-4	-6	-0.7

#	Y pestis TopoI	PfHsp40 rescue	TcdB inh	CCHFV vOTU inh
21	-1	0.0	0.8	1
22	-1	0.5	0.5	-3
23	25	0.9	.	-27
24	15	-1.0	-0.7	-6
25	1	2.2	.	-3
26	2	0.4	0.7	.
27	17	.	0.1	2
28	-2	-0.2	.	-3
29	-1	0.8	0.1	-4
30	-4	-0.9	0.0	-3

Reformatted in markdown: 4 of the compounds above.
| entry | SMILES | FadD28 FP inh | Anthrax LF prot | PrPC TRFRET | BoNT F protease | BoNT-A LC inh2 | Y pestis TopoI | PfHsp40 rescue | TcdB inh | CCHFV vOTU inh |
| --- | --- | --- | --- | --- | --- | --- | --- | --- | --- | --- |
| 9 | Cc1ccc(NC2=C(Cl)C(=O)OC2OC(=O)c2ccc(C)cc2)cc1 (configuration not stated) | -12 | -2 | 10 | -2 | -0.6 | -12 | 2.8 | 1.1 | 14 |
| 10 | Cc1oc(-c2cccc(Cl)c2)nc1CN1CCC(C(=O)NCC2CCCO2)CC1 (configuration not stated) | -2.1 | -1 | -8 | 0 | 0.8 | 13 | -0.6 | . | -6 |
| 11 | CSc1nnc(NC(=O)c2ccc(S(=O)(=O)N3CCOCC3)cc2)s1 | -0.5 | 0 | -1 | 6 | 0.0 | 1 | -0.4 | 1.3 | 10 |
| 12 | O=c1[nH]c(S)nc2sc3c(c12)CCCC3 | 2.6 | -4 | . | -6 | -1.0 | 2 | 0.1 | . | . |

Continued.
#	structure	FadD28 FP inh	Anthrax LF prot	PrPC TRFRET	BoNT F protease	BoNT-A LC inh2
31	COc1ccc(C)cc1S(=O)(=O)Nc1cccc(-c2cn3cccnc3n2)c1	-10	-2	10	-3	2.9
32	CN(C(=O)c1ccccc1)C(=O)c1ccccc1	0.4	-5	-7	3	-0.2
33	COc1ccc(Nc2ccc(C(F)(F)F)cc2[N+](=O)[O-])cn1	-4.1	0	-10	-2	0.0
34	O=C(Nc1cc(S(=O)(=O)N2CCOCC2)ccc1Oc1ccc(F)cc1)C1=COCCO1	-0.6	-3	-6	3	-3.8
35	O=C1CCc2cc(S(=O)(=O)N3CCN(c4cccc(Cl)c4)CC3)ccc2N1	-2.2	3	0	10	11
36	Cc1ccc(SCC(=O)NNC(=O)c2ccc(S(C)(=O)=O)cc2)cc1	-2.5	-3	-2	10	0.3
37	Cc1cc(S(=O)(=O)N2CCOCC2)ccc1OCC(=O)N1CCC(C(N)=O)CC1	-2.1	-4	-8	-24	0.7
38	Cc1ccc(C)c(NC(=S)N2CCC(NC(=O)c3ccccc3)CC2)c1	0.0	2	6	-23	-0.3
39	O=C(NCCNS(=O)(=O)c1ccc(Cl)cc1)c1cc(OCC(F)(F)F)ccc1OCC(F)(F)F	-0.3	3	5	6	1.5
40	CN(C(=O)C1CCN(c2ncnc3c2nc2n3CCCCC2)CC1)C1CCCCC1	-3.4	-3	11	-4	1.2

#	Y pestis TopoI	PfHsp40 rescue	TcdB inh	CCHFV vOTU inh
31	7	0.9	0.8	-73
32	0	.	-0.7	8
33	15	0.2	2.4	2
34	-3	-1.4	0.8	10
35	4	-0.2	.	-3
36	-1	-0.8	-0.7	24
37	2	0.5	1.6	1
38	-4	-0.3	0.3	4
39	3	1.0	.	23
40	6	-0.4	1.6	-1

(cont.)
#	structure	FadD28 FP inh	Anthrax LF prot	PrPC TRFRET	BoNT F protease	BoNT-A LC inh2
41	CCC(C)(C)NC(=O)c1ccc2c(c1)N(CC(=O)NC1CCCC1)C(=O)C(C)(C)O2	-4.7	2	-3	-3	0.6
42	CSc1nc(N)nc(SCC(=O)OC(C)C)c1C#N	-1.6	-2	-3	-2	-0.7
43	Cc1oc(C)c(C(N)=O)c1C(N)=O	0.7	-3	4	-14	0.0
44	CC(C)(C)NC(=O)C1CCCN(S(=O)(=O)c2ccc(-n3cnnn3)cc2)C1 (configuration not stated)	-1.3	0	4	2	0.6
45	CN(C(=O)c1ccc(NC(=O)Cc2ccc([N+](=O)[O-])cc2)cc1)C1CC1	-4.1	-6	-6	-6	0.3
46	CC1CCN(C(=O)CSc2nc(N)cc(N)n2)CC1	1.1	-2	1	-5	-3.2
47	COc1ccc2c(=O)c3c(=O)n(CCc4ccccc4)c(C(C)C)nc3oc2c1	-3.6	20	6	?	2.0
48	O=C1N(c2ccccc2)C(c2ccccc2)N2CCCN12 (configuration not stated)	-0.2	2	-5	-13	-0.2
49	O=C1CCCN1c1ccc(S(=O)(=O)O)cc1 (tested in a mixture with another compound)	-3.6	0	-1	-3	-0.2
50	CCN(Cc1ccccc1)C(=O)c1cc(-c2ccc(OC)c(OC)c2)nc2ccccc12	-0.6	-2	4	-9	0.6

#	Y pestis TopoI	PfHsp40 rescue	TcdB inh	CCHFV vOTU inh
41	-4	1.8	0.9	8
42	-3	1.4	.	4
43	6	-1.2	.	17
44	1	0.1	-0.3	1
45	-3	0.2	0.6	-6
46	-4	0.5	.	0
47	-1	-0.9	-0.9	0
48	13	-0.7	1.4	-9
49	4	1.3	0.9	-10
50	19	0.2	0.3	-5

(cont.)
#	structure	FadD28 FP inh	Anthrax LF prot	PrPC TRFRET	BoNT F protease	BoNT-A LC inh2
51	O=C(CSc1nnc2scc(-c3ccccc3)n12)NCC1CCCO1 (configuration not stated)	-1.7	1	-1	-4	-1.5
52	Cc1c(C(=O)N2CCN(c3ccccn3)CC2)sc2ncnc(N3CCOCC3)c12	-0.9	-1	-6	-7	0.0
53	C[C@@H]1CN([C@H](C)CO)C(=O)CCCn2cc(nn2)CO[C@H]1CN(C)C(=O)Nc1ccc2c(c1)OCCO2	-1.7	0	3	-5	-0.1
54	Cc1cc(Cl)ccc1NC(=O)C(=O)N/N=C/c1ccc2c(c1)OCO2	0.4	10	-1	9	0.5
55	CCOC(=O)c1sc(=NC(=O)c2ccc(OC(C)C)cc2)n(C)c1C	-1.0	1	-1	-19	-1.7
56	N#C/C(=C1\CCCN1)c1nc(-c2ccccc2)cs1	0.3	-2	6	-15	1.9
57	O=C1CCc2cc(S(=O)(=O)N3CCCCC3)cc3c2N1CCC3	-1.4	2	6	-2	-3.7
58	O=C1C(=O)N(c2nccs2)C(c2ccccc2F)/C1=C(\O)c1ccc2c(c1)OCCO2 (configuration not stated)	-30	-2	11	1	1.4
59	Cc1onc(-c2ccccc2)c1C(=O)OCCOc1cccc(Cl)c1	-1.8	-1	-3	0	-1.0

#	Y pestis TopoI	PfHsp40 rescue	TcdB inh	CCHFV vOTU inh
51	1	-0.6	.	-7
52	11	0.4	0.6	-2
53	2	.	0.9&1.3&1.8	-4
54	8	-2.3	0.7	-14
55	5	-0.5	1.5	12
56	5	-0.1	.	-1
57	2	-0.5	0.8	-3
58	7	-0.6	2.7	-1
59	35	1.9	0.3	15
